# Compound activity from PubChem BioAssay.
# ATXN viability = reduces viability in counter-screen for ATXN expression inhibitors. Potency, µM (doses to about 56.7 µM), most hits filed as cytotoxic. S2 cells (HEK-293 line with an ATXN2-luciferase reporter) viability, CellTiter-Fluor protease fluorescence, 24 h. 400,000 compounds, 0.49% hits; also: nearly all actives have a fitted effect of over 40% in size
# EPAC2 antagonist = EPAC2 (human) antagonism; Potency, µM (top dose mostly 114 µM), inactives show at the top dose activity, negative = inhibition, most hits filed as inhibitors; 360,000 compounds, 0.18% hits; EPAC2 GEF exchange of Rap1B-BODIPY-GDP, fluorescence; Q8WZA2; also: % is scaled to controls: 0 for no effect and ±100 for the full control effect; nearly all actives have a fitted effect of over 45% in size; many of its hits are not listed in these tables
# Target sequence (Q8WZA2 whole entry, looked up): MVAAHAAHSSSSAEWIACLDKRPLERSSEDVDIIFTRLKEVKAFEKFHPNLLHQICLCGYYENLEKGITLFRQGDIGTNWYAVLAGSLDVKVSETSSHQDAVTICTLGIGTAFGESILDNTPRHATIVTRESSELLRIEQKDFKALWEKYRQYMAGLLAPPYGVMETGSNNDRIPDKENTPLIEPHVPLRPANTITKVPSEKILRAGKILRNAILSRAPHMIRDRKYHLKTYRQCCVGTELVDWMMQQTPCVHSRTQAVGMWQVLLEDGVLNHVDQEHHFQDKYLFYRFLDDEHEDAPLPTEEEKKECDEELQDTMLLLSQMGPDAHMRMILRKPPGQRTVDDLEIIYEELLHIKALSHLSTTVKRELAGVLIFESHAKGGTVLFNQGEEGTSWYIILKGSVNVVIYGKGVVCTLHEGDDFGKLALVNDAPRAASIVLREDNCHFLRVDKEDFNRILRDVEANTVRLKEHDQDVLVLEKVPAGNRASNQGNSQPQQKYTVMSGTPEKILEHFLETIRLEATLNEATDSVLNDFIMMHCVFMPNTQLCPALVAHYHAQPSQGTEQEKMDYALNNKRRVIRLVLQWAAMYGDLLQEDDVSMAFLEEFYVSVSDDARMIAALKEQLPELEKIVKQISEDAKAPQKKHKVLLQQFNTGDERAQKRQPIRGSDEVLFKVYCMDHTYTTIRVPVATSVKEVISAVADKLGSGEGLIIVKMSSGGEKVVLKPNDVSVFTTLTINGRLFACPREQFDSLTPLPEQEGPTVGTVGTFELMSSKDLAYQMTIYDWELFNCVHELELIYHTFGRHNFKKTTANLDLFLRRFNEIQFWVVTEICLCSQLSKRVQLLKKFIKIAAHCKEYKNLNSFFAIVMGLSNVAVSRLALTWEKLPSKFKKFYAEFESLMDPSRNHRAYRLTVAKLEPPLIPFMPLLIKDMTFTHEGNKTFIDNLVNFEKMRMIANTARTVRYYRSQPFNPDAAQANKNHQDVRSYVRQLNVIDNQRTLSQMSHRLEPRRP
# A549 tox = A549 cytotoxicity, counter-screen for Nrf2 inhibitors. A549 ARE-Fluc cells, CellTiter-Fluor viability, 18-24 h. Potency, µM (highest dose often 46 µM), for inactives: at the top dose activity change, negative = cytotoxicity, usual class: inhibitors. 390,000 compounds, 0.16% hits. AID 504648; also: % is scaled to controls: 0 for no effect and ±100 for the full control effect
#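 A549 ARE-Fluc cells in 5% FBS OPTI-MEM, 5000 cells/well, rested 2 h then exposed to compounds in concentration-response for 18-24 h at 37 °C. Viability by CellTiter-Fluor fluorescence (Ex 405/Em 525) after 30 min; luciferase luminescence (BugLite, 15 min, RT) read afterwards.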
# ATXN2 expr inh = ATXN2 expression inhibition; HEK-293 ATXN2-luciferase reporter, luminescence, 24 h; Potency, µM (highest dose often 57 µM), for the others: at the top dose activity change, negative = inhibition, actives largely listed as inhibitors; 360,000 compounds, 0.72% hits; also: % is scaled to controls: 0 for no effect and ±100 for the full control effect; nearly all actives have a fitted effect of over 55% in size
#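 qHTS (up to 57 uM final) was run with 24 h compound exposure of reporter cells at 37 °C. Each well was multiplexed: SteadyGlo luminescence measured ATXN2-luciferase expression after a fluorogenic Gly-Phe-AFC viability readout (25 uM final).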
# HepG2 tox = kills HepG2 cells in TGF-b inhibitor counter-screen | HepG2 CAGA-GFP viability, ATP luminescence, 18 h | Potency, µM (doses to about 46.1 µM), inactives show at the highest dose activity change, negative = cytotoxicity, most hits filed as cytotoxic | 410,000 compounds, 0.76% hits | AID 588856; also: some results filed as inactive show a strong effect at the top dose
#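 HepG2 CAGA-GFP cells (1000/well, DMEM with 1% FBS) received compound, then TGF-beta at 500 pg/mL final, and were incubated 18 hours at 37 degrees C. Viability was read by CellTiter-Glo luminescence. Media-only wells were set as complete cell-killing and DMSO as no toxicity.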
# Nrf2 ARE act = activators of Nrf2 (ARE) signaling; AREc32 ARE-luciferase reporter (MCF7-derived line), luminescence, 24 h; Potency, µM (doses to about 46.1 µM), inactives show top-dose activation, most hits filed as activators; 410,000 compounds, 0.31% hits; AID 624171; also: % of control where 0% means no effect; nearly all actives have a fitted effect of over 65% in size
#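 Luminescent ARE reporter assay in AREc32_Fluc cells: overnight plating at 37 deg C, 24 hr compound incubation, Steady-Glo added, 30 min RT before reading.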
# MCF10A rereplic = DNA re-replication induction in MCF 10a cells; Potency, µM (doses to about 46.1 µM), without a hit: top-dose activity, positive = re-replication, hits mostly activators; MCF 10A DNA re-replication, Hoechst nuclear intensity, 48 h; 350,000 compounds, 2.9% hits; also: % of control where 0% means no effect; nearly all actives have a fitted effect of over 50% in size
# Nrf2 inh = inhibitors of Nrf2 signaling; A549 ARE-Fluc reporter, luciferase luminescence, 18-24 h; Potency, µM (doses to about 46 µM), inactives show top-dose activity change, negative = inhibition, usual class: inhibitors; 360,000 compounds, 2.1% hits; AID 504444; also: % is scaled to controls: 0 for no effect and ±100 for the full control effect; nearly all actives have a fitted effect of over 60% in size
#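 Concentration-response testing used A549 ARE_Fluc cells at 5000 cells/well. Following an 18-24 h compound incubation, viability was read by fluorescence (Ex 405/Em 525) and luciferase output by luminescence.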
# TGFb SMAD3 inh = TGF-b pathway inhibition. HepG2 CAGA-GFP TGF-b/SMAD3 reporter, GFP fluorescence, 18 h; TGF-beta stimulated, 500 pg/mL final. 410,000 compounds, 1.2% hits. AID 588855. Potency, µM (highest dose often 46.1 µM), for inactives: top-dose activity, negative = inhibition, actives largely listed as inhibitors; also: % is scaled to controls: 0 for no effect and ±100 for the full control effect; nearly all actives have a fitted effect of over 65% in size
#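 Per well, imaged GFP fluorescence of HEPG2 CAGA-GFP cells gives the signal; cells get compound, then TGF-beta (500 pg/mL final), 18 h at 37 degrees C; %Activity versus -TGF-beta and +DMSO controls.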
# * = called active by the depositor; i = inactive; ? = inconclusive; . = no result given; & = joins results of further samples; [ ] = remark or other dose. Calls follow the shape of the dose curve; as a rule, active = well fitted curve in the direction sought with a large enough effect; inconclusive = small, poorly fitted or top-dose-only effect, or another doubt; inactive = no such curve, though single readings can be large; an effect the other way counts as inactive or inconclusive. Potency is read from the fitted curve at half-maximal effect. Not all compounds are listed (hit frequency here may not be typical).
1	O=C(CCS(=O)(=O)c1ccccc1)Nc1ccccc1F
2	COc1ccc(S(=O)(=O)N2CCC(N3CCN(Cc4ccccc4)C(=O)C3=O)CC2)cc1
3	COc1cc(NC(=O)C2CCN(S(=O)(=O)Cc3ccccc3)CC2)c(OC)cc1Cl
4	CCCOC(=O)Cn1cnc2scc(-c3ccc(C)cc3)c2c1=O
5	CC12C=CC3(O1)C(C(=O)N1CCCOC13)C2C(=O)O (stereo not drawn)
6	Cc1ccc(C(=O)NN(CCC(=O)NC(C)(C)C)C2=NS(=O)(=O)c3ccccc32)cc1
7	O=C(C1CC(c2ccccc2O)=NO1)N1CCCC1 (stereo not drawn)
8	CCC[C@H]1CN(c2ccccc2)C(=O)[C@@H]1CC(=O)Nc1ccc(OC)cc1
9	CCN(CC)S(=O)(=O)c1cc(NC(=O)COC(=O)c2ccc(NC(=O)CC#N)cc2)ccc1C
10	CCS(=O)(=O)N1CCC(C(=O)NCc2ccc(F)cc2Cl)CC1
compound no.	1	2	3	4	5	6	7	8	9	10
ATXN viability	i	i	i	i	i	i	i	i	i	i
EPAC2 antagonist	1%	.	.	0%	2%	7%	-3%	-5%	-7%	3%
A549 tox	3%	5%	10%	0%	6%	-3%	-4%	.	3%	4%
ATXN2 expr inh	20%	-4%	4%	-5%	?	-1%	28%	-4%	0%	-8%
HepG2 tox	-4%	-5%	-20%	2%	-12%	-2%	-14%	-17%	-5%	4%
Nrf2 ARE act	0.0%	-0.3%	-0.6%	-0.1%	-0.1%	-1.4%	0.0%	-0.5%	0.1%	-0.5%
MCF10A rereplic	0%	.	.	10%	-5%	-3%	-7%	.	3%	-29%
Nrf2 inh	4%	?	-1%	1%	5%	?	10%	.	-3%	-6%
TGFb SMAD3 inh	3%	-27%	-27%	3%	?	1%	-5%	10%	10%	5%

# 6 entries out of the list above, sorted by their value in Nrf2 ARE act, highest first:
entry	Molecule	EPAC2 antagonist	Nrf2 ARE act	TGFb SMAD3 inh
9	CCN(CC)S(=O)(=O)c1cc(NC(=O)COC(=O)c2ccc(NC(=O)CC#N)cc2)ccc1C	-7%	0.1%	10%
1	O=C(CCS(=O)(=O)c1ccccc1)Nc1ccccc1F	1%	0.0%	3%
4	CCCOC(=O)Cn1cnc2scc(-c3ccc(C)cc3)c2c1=O	0%	-0.1%	3%
8	CCC[C@H]1CN(c2ccccc2)C(=O)[C@@H]1CC(=O)Nc1ccc(OC)cc1	-5%	-0.5%	10%
3	COc1cc(NC(=O)C2CCN(S(=O)(=O)Cc3ccccc3)CC2)c(OC)cc1Cl	.	-0.6%	-27%
6	Cc1ccc(C(=O)NN(CCC(=O)NC(C)(C)C)C2=NS(=O)(=O)c3ccccc32)cc1	7%	-1.4%	1%

# Later entries
11	Fc1ccccc1COc1ccc(-c2nnn(Cc3ccccc3F)n2)cc1
12	O=C(Cn1ccc2cc(S(=O)(=O)N3CCCC3)ccc21)NCc1ccco1
13	CCOC(=O)c1c(NC(=O)COc2ccc(Cl)cc2C)sc2c1CCCCC2
14	Cc1ccnc(NC(=O)c2ccccc2NC(=O)c2ccc(Cl)cc2Cl)c1
15	CC(C)c1ccc(NC(=S)NNC(=O)c2cccs2)cc1
16	CCN(CC)C(=O)C1=C(C)N(Cc2ccc(F)cc2)C(=O)C(CC(=O)NC2CCCC2)C1 (stereo not drawn)
17	CCc1nnc(NC(=O)C2Cc3ccccc3CN2S(=O)(=O)CC)s1 (stereo not drawn)
18	O=C(O)c1cccc(-c2ccc(/C=c3/sc4nc5ccccc5n4c3=O)o2)c1
19	CCCS(=O)(=O)N1CCCC(c2nc(-c3ccc(OC)cc3)no2)C1 (stereo not drawn)
20	O=C(NCCN1CCc2ccccc2C1)Nc1ccc(F)cc1
compound no.	11	12	13	14	15	16	17	18	19	20
ATXN viability	i	i	i	.	i	i	i	i	i	i
EPAC2 antagonist	-2%	2%	.	5%	-11%	-5%	5%	11%	-4%	6%
A549 tox	0%	-3%	-3%	-11%	-4%	.	1%	14%	3%	-10%
ATXN2 expr inh	4%	2%	5%	.	12%	?	26%	.	3%	4%
HepG2 tox	-14%	-17%	-18%	-1%	13%	8%	7%	28%	-7%	-25%
Nrf2 ARE act	-0.3%	0.0%	0.1%	4.6%	6.9%	2.0%	-0.7%	15%	0.2%	2.7%
MCF10A rereplic	1%	0%	.	6.5µM*	?	.	4%	-1%	10%	-7%
Nrf2 inh	-1%	0%	2%	16%	?	.	4%	36%	-14%	0%
TGFb SMAD3 inh	1%	2%	2%	?	-2%	4%	-13%	-2%	-18%	5%

21	COc1ccccc1NC(=O)Cn1nnc(-c2ccccc2NS(=O)(=O)c2ccccc2)n1
22	CN(Cc1ccc2ccccc2c1)C(=O)c1ccc(C(F)(F)F)cc1
23	CC(=O)N=C1SC2CS(=O)(=O)CC2N1c1ccccc1Cl (stereo not drawn)
24	Cc1cc(C)c(NC(=O)CN(C)S(=O)(=O)c2ccc3c(c2)c(=O)n(C)c(=O)n3C)c(C)c1
25	Cc1cccc(N(C)S(=O)(=O)c2c(C(=O)N3CCCCCC3)c(C)n(C)c2C)c1
26	O=C(O)c1ccc(Cl)c(S(=O)(=O)N2CCC(Cc3ccccc3)CC2)c1
27	CCN=C1S/C(=C\c2sccc2C)C(=O)N1CC
28	Cc1ccc(N(CC(=O)N2CCOCC2)S(=O)(=O)c2ccccc2)cc1
29	O=C(C1=C(O)C(=O)N(CCOCCO)C1c1cccc([N+](=O)[O-])c1)c1cccs1 (stereo not drawn)
30	Cc1ccc(C2CC(c3cccs3)n3nc(N)nc3N2)cc1 (stereo not drawn)
compound no.	21	22	23	24	25	26	27	28	29	30
ATXN viability	i	i	i	i	?	i	i	i	i	i
EPAC2 antagonist	-1%	-11%	18%	.	.	-26%	-26%	-1%	9%	-3%
A549 tox	-19%	5%	15%	3%	-2%	1%	-5%	0%	-7%	.
ATXN2 expr inh	-17%	-16%	-8%	7%	1%	3%	38%[11.3 µM]	5%	3%	3%
HepG2 tox	5%	0%	-3%	3%	-9%	-1%	-2%	0%	27%	-10%
Nrf2 ARE act	-0.2%	0.2%	-0.6%	-0.4%	-0.3%	0.2%	9.0%	-0.4%	0.1%	0.0%
MCF10A rereplic	7%	?	-1%	.	.	2%	12%	-1%	0%	2%
Nrf2 inh	?	-16%	.	12%	-16%	7%	?	3%	5%	-9%
TGFb SMAD3 inh	-10%	-10%	-3%	?	-1%	-2%	-8%	1%	-1%	4%

# Three records drawn at random from the list so far, as already listed:
30	Cc1ccc(C2CC(c3cccs3)n3nc(N)nc3N2)cc1 (stereo not drawn)
24	Cc1cc(C)c(NC(=O)CN(C)S(=O)(=O)c2ccc3c(c2)c(=O)n(C)c(=O)n3C)c(C)c1
28	Cc1ccc(N(CC(=O)N2CCOCC2)S(=O)(=O)c2ccccc2)cc1
compound no.	30	24	28
ATXN viability	i	i	i
EPAC2 antagonist	-3%	.	-1%
A549 tox	.	3%	0%
ATXN2 expr inh	3%	7%	5%
HepG2 tox	-10%	3%	0%
Nrf2 ARE act	0.0%	-0.4%	-0.4%
MCF10A rereplic	2%	.	-1%
Nrf2 inh	-9%	12%	3%
TGFb SMAD3 inh	4%	?	1%

# Individual results from above.
# In A549 tox, compound 23 is entered as 15%
# In A549 tox, compound 26 is entered as 1%
# In Nrf2 ARE act, compound 25 is entered as -0.3%

# The listing continues:
31	CN(C)CCN(Cc1ccco1)C(=O)c1oc2ccccc2c1NC(=O)c1cccc(F)c1
32	CCOc1ccc(-c2c(C)nn3c(C)c(C(=O)NCc4ccc(C)o4)cnc23)cc1OCC
33	CCCc1ccc(C(=O)O/N=C(\N)c2ccccn2)cc1
34	Cc1cc(C)n(CC(=O)Nc2cccc(C(F)(F)F)c2)n1
35	Cc1ccc(N2CCN(C(=O)N3CCCC3)CC2)cc1Cl
36	Oc1ccccc1-c1cc(C(F)(F)C(F)F)nc(-c2ccccc2)n1
37	C/C=C/C=[N+](\[O-])C(C)/C(=N/O)c1ccc(F)cc1 (stereo not drawn)
38	O=C(CC[C@H]1O[C@@H](n2ccc(=O)[nH]c2=O)[C@H](O)[C@@H]1O)N[C@@H](Cc1ccccc1)C(=O)NCc1ccccc1
39	O=C(Cn1[nH]c(=O)c2ccccc2c1=O)NCCN1C(=O)S/C(=C\c2ccccc2)C1=O
40	CCc1cc(-c2nnn(CCC3COCCO3)c2CC)ccc1-c1cn(Cc2ccc3ccccc3c2)nn1 (stereo not drawn)
compound no.	31	32	33	34	35	36	37	38	39	40
ATXN viability	?	i	i	i	i	i	i	i	i	i
EPAC2 antagonist	.	.	-4%	-8%	10%	-8%	-8%	1%	5%	4%
A549 tox	-20%	2%	-1%	0%	-2%	-17%	-2%	.	-10%	.
ATXN2 expr inh	?	-13%	?	.	-5%	-8%	-9%	-4%	-20%	-21%
HepG2 tox	-105%	-14%	-51%	1%	-11%	-4%	-12%	-8%	-28%	-28%
Nrf2 ARE act	9.4%	-0.6%	-2.8%	-0.6%	0.0%	0.5%	1.7%	-0.3%	13µM*	-1.1%
MCF10A rereplic	.	.	?	3%	-1%	?	-1%	.	18%	.
Nrf2 inh	25%	?	?	-10%	-15%	?	0%	.	?	.
TGFb SMAD3 inh	?	-37%	4%	3%	?	-4%	7%	9%	?	-17%

41	COc1ccc(NCc2nc3ccccc3n2CCOc2ccc(C)cc2)cc1
42	CCCc1nnc(NC(=O)c2c(O)c3c([nH]c2=O)CCCC3)s1
43	CCN(CCCNC(=O)c1ccc(Sc2ccc(F)cc2)c(NC(C)=O)c1)c1ccccc1
44	O=[N+]([O-])c1ccc(CN2[C@H](COCc3ccccc3)[C@@H](N3CCCC3)CS2(=O)=O)cc1
45	O=C(Cc1ccccc1)c1ccc(Cl)cc1
compound no.	41	42	43	44	45
ATXN viability	?	.	.	i	i
EPAC2 antagonist	-9%	6%	.	-28%	6%
A549 tox	?	-7%	-5%	.	-8%
ATXN2 expr inh	?	.	.	2%	22%
HepG2 tox	-32%&-8%	-5%	-24%	3%	9%
Nrf2 ARE act	0.8%&1.9%	0.3%	-0.2%	0.9%	0.4%
MCF10A rereplic	21µM*	0%	.	.	-1%
Nrf2 inh	?	1%	.	.	7%
TGFb SMAD3 inh	14µM*	9%	-18%	-17%	-11%
